Source: PubChem (The Scripps Research Institute Molecular Screening Center)
TAAR1 antagonist – human TAAR1 antagonism. inhibition, % at 3 µM. Q96RJ0. actives 1.5% (n = 360,000). CHO RD-HGA16 TAAR1, Fluo-8 calcium fluorescence, antagonist;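 active means inhibition above a per-plate cutoff, the mean inhibition of test compounds on that plate plus 3 SD, cut at about 49% in these data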;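 further: 0% = DMSO plus EC80 beta-PEA response and 100% = DMSO alone without agonist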
Target sequence (Q96RJ0 whole entry, looked up): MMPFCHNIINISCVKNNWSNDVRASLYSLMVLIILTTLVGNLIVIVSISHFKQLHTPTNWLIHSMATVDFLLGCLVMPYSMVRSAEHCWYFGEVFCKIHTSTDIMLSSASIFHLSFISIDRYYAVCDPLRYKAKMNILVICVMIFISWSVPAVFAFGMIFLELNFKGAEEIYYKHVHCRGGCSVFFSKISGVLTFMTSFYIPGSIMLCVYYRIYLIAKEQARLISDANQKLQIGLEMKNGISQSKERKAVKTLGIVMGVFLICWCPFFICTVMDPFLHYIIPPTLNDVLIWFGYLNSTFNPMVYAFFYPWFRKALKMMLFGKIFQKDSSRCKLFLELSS
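Test system – hTAAR1-expressing CHO RD-HGA16 cells, Gα16-coupled · Reagent – β-PEA at EC80 concentration, post-compound challenge · Compound dosing – 3 µM, single point · Timing – 140 s kinetic read after compound, 140 s after agonist · Detection – Fluo-8 intracellular calcium dye fluorescence, real-time kinetic reads · Control set – DMSO and EC80 PEA controls · Repeats – n of 1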
TAAR1 agonist – agonists of human TAAR1 | actives 0.99% (n = 360,000) | activation, % at 3 µM | CHO RD-HGA16 TAAR1, Fluo-8 calcium fluorescence; vehicle wells 0%, saturating PEA agonist 100% | Q96RJ0;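 active means activation above the mean activation of all test compounds in the run plus 3 SD, cut at about 38% in these data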
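Repeats: no replicates (n 1) | Material: CHO-derived RD-HGA16 cells with stable Gα16 and human TAAR1 | Technique: Kinetic Fluo-8 calcium fluorescence | Schedule: 17-24 h seeding, 75 min 37 °C dye, 30 min RT | Evaluation: % activation from peak over basal fluorescence ratio, DMSO-to-PEA scaled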
CHO parental Ca – counter-screen: ATP calcium response change in parental CHO cells; parental CHO-K1, ATP-induced calcium, Fluo-8 fluorescence; inhibition, % at 5.6 µM; actives 0.63% (n = 330,000);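 active means inhibition above that plate's mean sample inhibition plus 3 SD, cut at about 26% in these data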;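 further: 0% = ATP-challenged DMSO wells and 100% = DMSO wells without ATP; some compounds past the cut are filed as inactive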
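Material: parental CHO cells / Compound: single nominal dose of 5.6 µM per compound / Signal: Fluo-8 fluorescence / Replicates: singlicate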
* marks the source's active call; other numbers are inactive results. An excerpt; rates above refer to the full screens.

SMILES	TAAR1 antagonist	TAAR1 agonist	CHO parental Ca
Nc1ccc(Cc2nc3cc4ccccc4cc3[nH]2)cc1	4.7	1.5	-9.6
COc1cccc2[nH]c3c(N4CCN(Cc5ccc6c(c5)OCO6)CC4)ncnc3c12	11.3	5.9	-17.3
CC(=O)c1ccccc1OC(=O)COc1ccc(Cl)cc1C	-4.0	3.5	-4.8
C/C(=N/NC(=O)c1ccoc1C)c1cccc(NC(=O)C(F)(F)F)c1	-14.1	3.6	-1.9
O=C(O)CSc1nnc(COc2cccc3cccnc23)n1-c1cccc(C(F)(F)F)c1	13.2	0.3	-14.6
O=C(Nc1ccc(-c2nnn(CC(=O)N3CCN(C(=O)c4ccco4)CC3)n2)cc1)c1ccccc1F	13.3	0.3	-16.6
O=C(Nc1cccc(F)c1)c1cc(S(=O)(=O)N2CCC3(CC2)OCCO3)ccc1F	-3.7	5.2	-10.5
CC(C)(C)OC(=O)N[C@@H](Cc1ccccc1)c1nnc(S(=O)(=O)Cc2ccccc2)o1	20.6	9.6	31.9*
O=C1C=CC(=O)C(C2=C3C(=O)N(CCc4ccccc4)CC(=O)N3CCC2)=C1	5.0	25.9	12.3
COc1ccc(OC)c(CNC(=O)c2cc(=O)[nH]c3ccc(S(=O)(=O)N4CCCC4)cc23)c1	-12.7	10.7	6.2
Cn1c(SCC(=O)O)nnc1-c1ccc2ncccc2c1	1.1	0.4	-1.8
O=C(CSC(=S)N1CCCC1)c1cc(Br)cc(Br)c1O	16.4	4.0	0.1
COC(=O)C1C(=O)c2c([nH]c(C(=O)OCCOC(C)C)c2C)CC1C (configuration not stated)	-3.6	-0.3	-17.6
COC(=O)c1cc(C(=O)Cc2ccccc2)c[nH]1	-1.5	2.4	-5.8
CN1CCN(C(=O)C23CC4CC(CC(C4)C2)C3)CC1	-3.4	4.7	-4.6
CCOc1ccc(-c2cc(C(=O)NN3CCN(C)CC3)c3cc(Cl)ccc3n2)cc1	-15.1	4.5	-9.6
Oc1[nH]c2ccccc2c1N=Nc1ncnc2c1oc1ccccc12	-3.1	9.0	-8.6
S=C(Nc1ccccc1)N1CCN(C(=S)Nc2ccccc2)CC1	17.6	1.2	-3.4
CCCCC1CCC(C(=O)N(CC(C)C)c2c(N)n(Cc3ccccc3)c(=O)[nH]c2=O)CC1 (configuration not stated)	7.0	-0.8	-18.0
O=C1NC(Cc2ccc(O)cc2)c2nc3cc(F)ccc3c(=O)n2-c2cc(Cl)ccc21 (configuration not stated)	0.5	5.4	-10.1
CC1=C(C(=O)Nc2ccccc2)C(c2ccc(C)o2)N2C(=O)CSC2=N1 (configuration not stated)	-18.4	3.1	-21.6
CCn1c(=O)c(-c2nc3ccccc3[nH]2)c(O)c2ccccc21	9.8	7.9	-10.9
O=C1/C(=C/c2cccs2)SC(=S)N1C1CCS(=O)(=O)C1 (configuration not stated)	-5.5	7.6	-10.3
Cc1ccc(S(=O)(=O)N2CCN(C(=O)Cn3nc(C(=O)O)c4ccccc4c3=O)CC2)cc1	-11.8	1.5	-5.6
COc1cccc(OC)c1OCCCOc1ccc(C)cc1Br	5.3	3.0	-25.2

Results in TAAR1 agonist and TAAR1 antagonist, for two of the compounds above:
smiles	TAAR1 agonist	TAAR1 antagonist
O=C(O)CSc1nnc(COc2cccc3cccnc23)n1-c1cccc(C(F)(F)F)c1	0.3	13.2
O=C(Nc1ccc(-c2nnn(CC(=O)N3CCN(C(=O)c4ccco4)CC3)n2)cc1)c1ccccc1F	0.3	13.3

(further entries)
SMILES	TAAR1 antagonist	TAAR1 agonist	CHO parental Ca
Cc1cc(C)nc(N/N=C/C2=C(O)CC(c3ccccc3)CC2=O)n1 (configuration not stated)	-30.0	2.7	-13.6
COc1cc(Br)c(CC(=O)O)cc1OC	-2.5	2.7	2.9
O=C(CNC(=O)/C=C/c1ccccc1)N=Nc1c(O)n(Cc2ccccc2)c2ccccc12	-9.7	0.0	-15.7
CC(C)(C)NC(=O)C(c1ccco1)N(C(=O)Cn1nnc(-c2ccc(F)cc2)n1)c1ccccc1 (configuration not stated)	10.7	2.0	-8.4
CN1CCN(Cc2c(O)ccc3cc(Br)ccc23)CC1	3.4	1.7	-16.1
COC(=O)[C@@]1(Cc2ccc(F)cc2)[C@H]2c3cc(C(=O)N(C)C)n(Cc4ccc(OC(F)(F)F)cc4)c3C[C@H]2CN1C(=O)c1ccccc1	-10.1	0.6	-21.5
O=C(CCCc1ccccc1)NCc1ccccc1	10.8	1.9	13.0
O=C(CN1CCC(Cc2ccccc2)CC1)Nc1ccc2c(c1)OCCO2	-17.5	10.9	-6.3
Cc1cccc(Cn2c(N3CCN(c4ccccc4)CC3)nc3c2c(=O)n(C)c(=O)n3C)c1	-9.9	8.2	-8.9
CCC1=C(OC(=O)N(CC)CC)N2C(=O)OC(=NCC3CC3)[C@]2(Cc2ccccc2)[C@H]2C1=CC[C@H]1C(=O)N(CC(=O)OC)C(=O)[C@H]12	6.8	-0.2	-19.6
COC(=O)C1=C(C)N(Cc2cccnc2)C(=O)/C1=C\c1cccs1	-5.1	-1.5	-20.6
C/C(=N/O)c1ccc(N2C(=O)C3C4C=CC(C3C2=O)C2C3C(=O)N(c5ccc(/C(C)=N/O)cc5)C(=O)C3C42)cc1 (configuration not stated)	-2.9	1.9	6.2
CCCCCCCCCCC(=O)Nc1cccnc1	8.8	1.5	-11.7
CC12C(=O)N(c3ccc(C(=O)N4CCOCC4)cc3)C(=O)C1C1c3ccccc3C2c2ccccc21 (configuration not stated)	-2.3	18.3	-2.8
CC(=O)c1c(C)[nH]c(C(=O)OCC(=O)Nc2sc3c(c2C#N)CCC(C)C3)c1C (configuration not stated)	24.5	3.4	-3.6
O=C(/C=C\c1ccc2c(c1)OCO2)Nc1nnc(SCC(=O)OCc2ccccc2)s1	6.7	1.4	1.9
CCn1cc(CNC(=O)CCSc2nc(-c3ccco3)cc(C(F)(F)F)n2)cn1	-10.0	4.2	-27.4
O=C(N/N=C/c1ccc([N+](=O)[O-])cc1)c1cnccn1	-28.9	1.7	-0.9
CCOC(=O)C1=C(c2ccc(OC)cc2)C(=O)c2ccccc2C1=O	13.0	1.9	-19.4
O=[N+]([O-])c1cccc(N=Cc2sc3ccccc3c2O)c1	-12.3	1.6	-5.2
Cc1ccc(S(=O)(=O)/N=C2/NC(=O)/C(=C/c3ccncc3)S2)cc1	12.7	-0.1	-9.6
COc1cc(/C=C2/C(C)=C(C#N)c3nc(N)c(C#N)c(C)c32)ccc1OCC(=O)O	-2.7	4.2	-8.0
CC12CC(NC(=O)N1c1cccc(C(=O)NCc3ccccc3)c1)c1ccccc1O2 (configuration not stated)	18.7	11.6	-21.5
O=C(N/N=C/c1ccco1)c1cc(C2CC2)nc2ccccc12	-1.6	-0.1	-12.7
COc1ccc(N2CCN(C(=O)Cn3c(=O)[nH]c4ccccc4c3=O)CC2)cc1	-13.7	3.5	-3.2

Pulled by structure from the entries so far, seven records:
SMILES	TAAR1 antagonist	TAAR1 agonist	CHO parental Ca
COc1cc(Br)c(CC(=O)O)cc1OC	-2.5	2.7	2.9
O=C(CN1CCC(Cc2ccccc2)CC1)Nc1ccc2c(c1)OCCO2	-17.5	10.9	-6.3
CC(C)(C)NC(=O)C(c1ccco1)N(C(=O)Cn1nnc(-c2ccc(F)cc2)n1)c1ccccc1 (configuration not stated)	10.7	2.0	-8.4
COC(=O)C1=C(C)N(Cc2cccnc2)C(=O)/C1=C\c1cccs1	-5.1	-1.5	-20.6
COC(=O)[C@@]1(Cc2ccc(F)cc2)[C@H]2c3cc(C(=O)N(C)C)n(Cc4ccc(OC(F)(F)F)cc4)c3C[C@H]2CN1C(=O)c1ccccc1	-10.1	0.6	-21.5
Cc1ccc(S(=O)(=O)/N=C2/NC(=O)/C(=C/c3ccncc3)S2)cc1	12.7	-0.1	-9.6
O=C(N/N=C/c1ccco1)c1cc(C2CC2)nc2ccccc12	-1.6	-0.1	-12.7

Following part.
SMILES	TAAR1 antagonist	TAAR1 agonist	CHO parental Ca
O=c1c2cc(-c3ccccc3)sc2nc2n1CCC2	14.0	7.6	-12.3
CN1CCN(c2nc3ccccc3nc2C(C#N)S(=O)(=O)c2ccccc2)CC1 (configuration not stated)	-29.5	2.7	3.6
COCCNC(=O)CCCn1c(=O)c2cc(OC)c(OC)cc2n(CC(=O)c2ccc(Cl)cc2)c1=O	-16.1	0.4	0.9
Cc1ccc(-n2cc(CN3CCC(CO)(Cc4ccccc4)CC3)cn2)cc1	19.2	5.2	-17.6
O=C(CNC(=O)c1cccs1)NCCN1CCC(Cc2ccccc2)CC1	-18.7	-0.2	-6.9
CC1=C(C(=O)OCc2ccccc2)C(c2ccccc2OS(=O)(=O)c2ccc(C)cc2)NC(=O)N1CCCC(=O)O (configuration not stated)	29.0	7.9	-22.9
O=C1NC(Cc2ccc(O)cc2)c2nc3ccccc3c(=O)n2-c2cc(Cl)ccc21 (configuration not stated)	5.1	10.1	-9.3
Cc1ccccc1N(CC(=O)NC(C)(C)C)C(=O)c1ccc(-c2ccccc2)[nH]1	-5.5	1.0	1.6
CCCCNC(=O)C(c1ccc(OCC(=O)OC)c(C(=O)OC)c1)N(CCOC)C(=O)CCCCCN1C(=O)NC(c2ccc(-c3ccccc3)cc2)C(C(=O)OCc2ccccc2)=C1C (configuration not stated)	25.5	2.7	6.2
O=C(N=Nc1ccc(NOC(=O)c2ccccc2Br)cc1)c1ccccc1O	7.8	0.4	-3.9
COC(=O)c1cc(=O)n(Cc2ccccc2)c(=NCc2ccccc2)s1	-11.9	2.3	-16.5
Cc1ccc(CNC(=O)Cc2csc(Nc3nc(=S)[nH]c4ccccc34)n2)cc1	7.1	4.0	-13.3
O=C(COC(=O)c1ccc(O)cc1)Nc1ccc(Cl)cc1	47.3	41.4*	-6.5
O=c1nc2n(Cc3ccccc3)c3ccccc3cc-2c(=O)[nH]1	6.0	0.0	-2.3
O=C(CSc1nc(-c2ccccc2F)nc2nc[nH]c12)Nc1c(Cl)cc(Cl)cc1Cl	5.3	0.8	-3.3
CCOC(=O)C1C(=O)CC(C)(O)C(C(=O)OCC)C1c1ccc(Br)o1 (configuration not stated)	-1.3	1.9	-20.5
Clc1ccc(N2CCN(Cc3c[nH]c4ncccc34)CC2)cc1	-15.9	9.4	-10.6
C[C@@H]1NC(=O)[C@H](CC(N)=O)NC(=O)c2cc([N+](=O)[O-])cc(I)c2OCC[C@@H](C(=O)NC(CC(=O)O)C(N)=O)NC1=O (some centres not stated)	3.3	1.8	-8.2
Cc1ccc(NC(=O)c2cc3cc(OC(F)(F)F)ccc3[nH]2)cc1	8.4	1.3	-7.4
O=C(Nc1ccc(Cl)cc1)Nc1ccc(Cl)c(Cl)c1	65.6*	18.4	79.4*
COc1cc(-c2c(-c3cc(OC)c(OC)c(OC)c3)noc2C)ccc1F	17.2	21.5	-28.1
Cc1ccccc1-n1nc2c(c1NC(=O)c1cc3ccccc3oc1=O)CS(=O)(=O)C2	29.0	13.7	-6.9
O=c1/c(=C\c2cccc(O)c2)sc2nc(-c3ccccc3)c(-c3ccccc3)n12	-6.6	5.4	-0.3
CN(CC(=O)N1CCCCCC1)S(=O)(=O)c1ccc(Br)s1	-1.8	4.5	-14.4
COc1ccc(CCN=C(NS(=O)(=O)c2ccc(Cl)cc2)c2ccccc2)cc1	11.4	0.5	4.1
N#C/C(=C\c1cn(Cc2ccccc2C#N)c2ccccc12)C(=O)NCc1cccs1	39.5	5.2	-7.6

6 compounds from above, arranged by length of the SMILES, descending:
SMILES	TAAR1 antagonist	TAAR1 agonist	CHO parental Ca
C[C@@H]1NC(=O)[C@H](CC(N)=O)NC(=O)c2cc([N+](=O)[O-])cc(I)c2OCC[C@@H](C(=O)NC(CC(=O)O)C(N)=O)NC1=O (some centres not stated)	3.3	1.8	-8.2
N#C/C(=C\c1cn(Cc2ccccc2C#N)c2ccccc12)C(=O)NCc1cccs1	39.5	5.2	-7.6
COc1ccc(CCN=C(NS(=O)(=O)c2ccc(Cl)cc2)c2ccccc2)cc1	11.4	0.5	4.1
COC(=O)c1cc(=O)n(Cc2ccccc2)c(=NCc2ccccc2)s1	-11.9	2.3	-16.5
CN(CC(=O)N1CCCCCC1)S(=O)(=O)c1ccc(Br)s1	-1.8	4.5	-14.4
O=C(Nc1ccc(Cl)cc1)Nc1ccc(Cl)c(Cl)c1	65.6*	18.4	79.4*
